# From PubChem BioAssay
# D1 antagonist – antagonists of human D1 dopamine receptor. P21728. HEK293 TREx D1 cells, calcium flux, dopamine EC80; stronger effect = lower value. activity change, negative = inhibition, % at 10 µM. 360,000 tested, 3.2% active. AID 504652; in the data active = activity change below about -30%; also: % is scaled to controls: 0 for no effect and ±100 for the full control effect
# Target sequence (P21728 whole entry, looked up): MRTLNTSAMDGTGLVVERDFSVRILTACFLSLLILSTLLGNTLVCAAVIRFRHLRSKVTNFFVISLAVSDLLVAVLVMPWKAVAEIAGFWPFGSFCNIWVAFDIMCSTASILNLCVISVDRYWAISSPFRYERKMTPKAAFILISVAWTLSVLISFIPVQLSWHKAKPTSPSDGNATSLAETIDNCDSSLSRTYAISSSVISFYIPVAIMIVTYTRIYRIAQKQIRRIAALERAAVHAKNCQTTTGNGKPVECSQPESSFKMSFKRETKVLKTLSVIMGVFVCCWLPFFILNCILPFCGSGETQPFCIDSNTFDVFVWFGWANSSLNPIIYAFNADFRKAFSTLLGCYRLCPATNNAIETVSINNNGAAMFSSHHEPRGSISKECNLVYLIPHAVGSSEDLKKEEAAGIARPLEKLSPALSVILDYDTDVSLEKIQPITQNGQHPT
#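 Calcium flux readout: force-coupled, inducible Hek293 Trex D1 line, cells induced overnight at 30 C with tetracycline, dye-loaded 30–90 min at RT. Antagonism scored against EC80 dopamine challenge given 180 s after compound.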
# RXFP1 antag – antagonists of human relaxin receptor RXFP1 | Q9HBX9 | HEK293-RXFP1, relaxin-stimulated cAMP HTRF, 30 min; stronger effect = lower value | activity change, negative = inhibition, % at 57.5 µM | 350,000 tested, 0.59% active | AID 1259400;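 active = activity change of -60% or lower, but not beyond a set lower limit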; also: % is scaled to controls: 0 for no effect and ±100 for the full control effect
# D1 potentiator – potentiators of human D1 dopamine receptor; P21728; HEK293 TREx D1 cells, calcium flux, dopamine EC20 potentiation; potentiation, % at 10 µM; 360,000 tested, 0.036% active; AID 504651; in the data active = potentiation above about 30%; also: 0% is about no effect
# Vif-A3G inh – inhibitors of Vif-APOBEC3G interaction. Q9HC16. HeLa A3G-eYFP + Vif (tagged APOBEC3G with the HIV-1 protein that degrades it), YFP fluorescence, overnight. Potency, µM (titrated, usually from 46.1 µM), without a hit: at the top dose activity, negative = active, usual class: inhibitors. 410,000 tested, 0.076% active. AID 602310;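 also: potency is read from the fitted curve at half-maximal effect; % is scaled to controls: 0 for no effect and ±100 for the full control effect; nearly all actives have a fitted effect of over 60% in size; hits raise eYFP signal because A3G escapes Vif-driven loss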
#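 HeLa cells stably expressing Vif and C-terminally eYFP-tagged A3G, seeded overnight at 37 deg C, then exposed to compound by pintool overnight at 37 deg C. Rise in yellow fluorescence (Ex 488/Em 500-530, Acumen) marks blocked Vif-driven A3G degradation.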
# D1 ag – human D1 receptor agonism; HEK293 T-REx D1 cells, calcium flux, agonist mode; 360,000 tested, 1% active; activation, % at 2 µM; P21728; in the data active = activation above about 30%; also: 0% is about no effect
#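 Inducible HEK293 T-REx D1 cells, force-coupled to calcium signalling, were plated at 4000 cells/well with tetracycline and held overnight at 30 C. After no-wash calcium dye loading, compound-evoked calcium rise over 180 s flagged agonists.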
# D2 PAM – positively modulates the human D2 dopamine receptor allosterically. P14416. HEK293 T-REx D2, calcium flux, EC20 dopamine potentiation. potentiation, % at 10 µM. 340,000 tested, 0.34% active. AID 485347;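 active = potentiation over 3 SD above the plate norm, cut at about 30% in these data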; also: 0% is about no effect
# Target sequence (P14416 whole entry, looked up): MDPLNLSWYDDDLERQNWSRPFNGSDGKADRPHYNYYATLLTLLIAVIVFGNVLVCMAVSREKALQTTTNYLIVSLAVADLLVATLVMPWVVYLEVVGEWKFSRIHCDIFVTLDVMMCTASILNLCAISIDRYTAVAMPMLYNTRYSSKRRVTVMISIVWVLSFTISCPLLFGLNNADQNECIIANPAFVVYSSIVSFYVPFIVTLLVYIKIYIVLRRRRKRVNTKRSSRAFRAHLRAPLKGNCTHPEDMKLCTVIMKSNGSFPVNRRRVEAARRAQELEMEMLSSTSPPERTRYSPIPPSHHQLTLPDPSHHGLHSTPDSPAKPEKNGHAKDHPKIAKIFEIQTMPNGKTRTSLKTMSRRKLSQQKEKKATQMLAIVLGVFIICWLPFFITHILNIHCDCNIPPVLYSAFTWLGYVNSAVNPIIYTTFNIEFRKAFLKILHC
#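 Calcium flux readout, no-wash dye, 1 read/s. Inducible HEK293 Trex D2 line, overnight 30 C. Compound alone 180 s (agonist flags), then EC20 dopamine, another 180 s to score potentiation.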
# Vif-APOBEC3F blk – Vif-A3F binding inhibition; HeLa A3F-eYFP + Vif (tagged APOBEC3F with the HIV-1 protein that degrades it), YFP fluorescence increase; Potency, µM (highest dose often 46.1 µM), for inactives: at the top dose activity, negative = active; 390,000 tested, 0.2% active; AID 602313; also: potency is read from the fitted curve at half-maximal effect; % of control where 0% means no effect; nearly all actives have a fitted effect of over 65% in size
#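 Fluorescence increase (Ex 488/Em 500-530) after overnight compound treatment at 37 deg C flags inhibition of Vif-driven A3F-eYFP loss in stable HeLa A3F-eYFP/Vif cells seeded overnight beforehand.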
# RXFP1 agonist – activates the human relaxin receptor RXFP1; HEK293T-RXFP1 cAMP TR-FRET, 30 min; response scale: percent of porcine relaxin response, buffer zero; AID 2676; 370,000 tested, 0.3% active; Potency, µM (doses to about 57.5 µM), without a hit: at the top dose activation, usual class: activators; also: potency is read from the fitted curve at half-maximal effect; % is scaled to controls: 0 for no effect and ±100 for the full control effect; nearly all actives have a fitted effect of over 60% in size; many of its hits are not listed in these tables
#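 HEK293 cells stably expressing RXFP1, treated 30 min at 37C with compounds plus PDE4 inhibitor Ro 20174; cAMP measured by HTRF TR-FRET. Normalized to buffer and 29 nM porcine relaxin; EC50 by Hill fit.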
# Glioma ERSR ind – induces the endoplasmic reticulum stress response in human glioma cells. U87-MG GRP78 promoter luciferase reporter, 16 h. Potency, µM, without a hit: at the top dose activation, hits mostly activators. 420,000 tested, 0.02% active; also: potency is read from the fitted curve at half-maximal effect; series mostly up to about 76 µM; % of control where 0% means no effect; nearly all actives have a fitted effect of over 35% in size
#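 Stably transfected U87-MG human glioma cells carrying a GRP78-based luminescent sensor were seeded at 1000 cells/well, pin-dosed with compounds and incubated 16 h. Luciferase reagent was then added, and end-point luminescence was read after 10 min at room temperature.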
# * marks the source's active call; other numbers are inactive results; . = not tested or not shown. Unless noted, calls follow the shape of the dose curve; as a rule, active = well fitted curve in the direction sought with a large enough effect; inconclusive = small, poorly fitted or top-dose-only effect, or another doubt; inactive = no such curve, though single readings can be large; an effect the other way counts as inactive or inconclusive. Some of the compounds tested; count on the stated rates, not on these rows.
# Below each compound: D1 antagonist, RXFP1 antag, D1 potentiator, Vif-A3G inh, D1 ag, D2 PAM, Vif-APOBEC3F blk, RXFP1 agonist, Glioma ERSR ind
> CC(/C=N/Nc1nnc(C)c(=O)[nH]1)=C\c1ccccc1
 : 6, 5, 14, -6%, 7, 5, 5%, 0.3%, 1%
> COCCNC(=O)CCCn1c(SCC(=O)c2ccc(F)cc2)nc2c(sc3ccccc32)c1=O
 : 2, 8, -2, 5%, 0, -5, -5%, 3.5%, -3%
> CC1CCCC(C)N1CCCNC(=O)CN1C(=O)COc2ccc(S(=O)(=O)N3CCOCC3)cc21 (configuration not stated)
 : 3, 15, -7, -1%, 2, -7, -6%, 1.6%, -5%
> COc1cccc(-c2ncc3ccccc3c2COC(=O)N(C)C)c1
 : ., ., -3, 0%, -3, -13, 5%, -0.3%, -1%
> COc1ccc(CCn2c(=N)c(C(=O)NC3CCCC3)cc3c(=O)n4ccccc4nc32)cc1
 : -32*, -7, -3, -2%, 0, -1, -6%, -1.1%, -4%
> Cc1ccc(NC2=NCC(=O)N2Cc2cccs2)cc1C
 : -17, -9, -7, 4%, 3, ., -7%, 2.1%, 2%
> NS(=O)(=O)c1ccc(CNC(=O)c2ccc(NS(=O)(=O)c3ccc4[nH]c(=O)[nH]c4c3)cc2)cc1
 : -5, -5, -2, 1%, 2, -5, -4%, 3.9%, -4%
> O=C(O)c1cc(C(=O)C2CC2)c[nH]1
 : -3, -2, -5, 0%, 1, -4, -7%, 0.8%, -2%
> COc1ccccc1NC(=O)C(=O)Nc1ccc2c(c1)N(C(=O)C1CC1)CCC2
 : -9, -20, -11, -1%, 2, 5, 2%, 0.4%, -1%
> COc1cc(NC(=O)NCc2ccco2)ccc1-c1ccc(NC(=O)NCc2ccco2)cc1OC
 : ., -12, ., -19%, ., ., -7%, ., 0%
> Cc1ccn2c(Nc3ccc4c(c3)OCO4)c(-c3ccccn3)nc2c1
 : 4, -8, -4, -2%, 6, -7, 4%, -0.5%, -7%
> CC(C)[C@H](NC(N)=O)C(=O)Nc1ccc(OCc2ccccc2)cc1
 : 6, 6, -3, 0%, 1, -3, -7%, -0.9%, 2%
> O=C(NN1CCOCC1)c1cccc(Br)c1
 : ., 5, ., 3%, ., ., -16%, ., 0%
> COc1cc(OC)c(-c2cc(C(=O)O)ccc2OC)c(OC)c1
 : 10, 12, -3, -24%, 2, ., -4%, 0.3%, -6%
> CCOC(=O)c1ccc(S(=O)(=O)Nc2cc(S(=O)(=O)N3CCOCC3)ccc2O)cc1
 : ., -7, ., 1%, ., ., -4%, ., -5%
> C=C(C)Cn1c(=O)c2c(nc3n2CCN3c2ccc(F)cc2)n(C)c1=O
 : -16, -4, 3, 0%, -1, 9, 0%, 2.0%, 0%
> O=C(N/N=C/c1cccnc1)c1cccc(Cl)c1
 : 8, 15, 2, -1%, 1, -3, 2%, -1.5%, -7%
> Oc1ccc(Cl)cc1CNCc1ccc(Cl)nc1
 : ., ., -2, 4%, 42*, -20, 1%, 0.1%, -3%
> COc1cc(C)c(S(=O)(=O)n2ccc(C)n2)cc1C
 : -32*, 12, -2, 1%, 0, ., 7%, -1.8%, -3%
> Cc1cc(-c2n[nH]c(=S)n2/N=C/c2cccc([N+](=O)[O-])c2)n[nH]1
 : -12, 5, -7, 1%, 1, 0, -11%, 2.4%, -3%
> Cc1ccc2[nH]c3c(=O)n(CC(=O)N4CCCCC4)ncc3c2c1
 : 2, -6, -2, -2%, 3, -4, 1%, 0.3%, 2%
> Cc1ccccc1C(=O)Oc1cc(N)n(S(C)(=O)=O)n1
 : 3, 13, 0, -15%, -2, -4, 5%, 0.5%, -5%
> Cc1ccccc1S(=O)Cc1ccc(C(=O)NCc2ccccc2Cl)o1 (configuration not stated)
 : -3, ., 3, 5%, 5, 17, 6%, 3.6%, 1%
> O=C(C[n+]1ccc(Cc2ccccc2)cc1)Nc1ccccc1
 : -2, -27, 1, 2%, 0, -22, 2%, 0.8%, -1%
> Cc1oc2c(cc(NS(=O)(=O)c3ccc(Cl)cc3)c3ccccc32)c1C(=O)O
 : 4, 5, 0, -3%, 3, -1, 3%, -3.5%, 12%
> COc1ccccc1OCc1nc2ccccc2s1
 : 5, 3, -5, -9%, -3, -9, 0%, -0.1%, -10%
> COCCNC(=O)CN(Cc1ccc(OC)cc1)C(=O)CCC(=O)Nc1nccs1
 : -4, 6, -3, 3%, 3, -9, -10%, 2.9%, -7%
> O=C(Cc1cccs1)N(c1ccccc1)C1C=CS(=O)(=O)C1 (configuration not stated)
 : 4, -9, 6, 2%, 3, 4, -8%, 2.3%, 0%
> CC(=O)Nc1cccc(NC(=O)Cc2ccc3ccccc3c2)c1
 : -22, 1, -14, 1%, 15, 7, 6%, -0.2%, -2%
> COc1ccc(C(=O)Cn2ccsc2=NC(C)=O)cc1
 : 7, -13, 1, -4%, 8, 3, 3%, 1.2%, 1%
> O=C(NCCc1ccc(Cl)cc1)c1ccc2ccccc2n1
 : -7, -13, -11, -3%, 0, -1, 4%, 2.6%, 2%
> Brc1ccccc1Cn1c(-c2cscn2)nc2ccccc21
 : 0, -2, 2, -12%, 1, 18, 8%, 2.7%, -1%
> CC(C)CCNC(=O)[C@H](CC(C)C)NC(=O)[C@H]1O[C@@H]1C(=O)O
 : -12, ., -2, ., 1, -3, ., 1.4%, .
> COCCCNC(=O)Cn1c(=O)n(Cc2ccc(C(=O)NCCc3ccc(OC)c(OC)c3)cc2)c(=O)c2ccccc21
 : 12, -18, -10, 0%, 3, -3, -9%, 3.5%, -4%
> COc1ccc(-n2nc(C(=O)Nc3ccccn3)c3c4ccccc4n(C)c3c2=O)cc1
 : -1, -2, 0, ., 3, -7, ., 28%, .
> C(=N\Nc1ccc2nncn2n1)/c1ccco1
 : 2, -10, 6, 0%, 6, -2, 1%, 5.3%, -3%
> CC1Sc2ccc(S(=O)(=O)CCC(=O)NC(C)c3ccccc3)cc2NC1=O (configuration not stated)
 : 26, 32, 0, 1%, -1, 11, -4%, 0.5%, -2%
> Cc1nc(-c2ccc(C(F)(F)F)cc2)sc1C(=O)NN
 : 11, -2, 1, -1%, 1, 1, -17%, 0.1%, 0%
> O=C(NCCO)/C(=C\c1cccc([N+](=O)[O-])c1)NC(=O)c1ccco1
 : -12, -6, -3, 9%, 1, -3, 2%, 0.2%, -2%
> O=C(CCn1cnnn1)NC1CCCN(Cc2ccccc2F)C1 (configuration not stated)
 : 4, 3, 0, 1%, 1, 0, 0%, -2.0%, -5%

# Continued, overlapping the part above by 6 compounds.
# Below each compound: D1 antagonist, RXFP1 antag, D1 potentiator, Vif-A3G inh, D1 ag, D2 PAM, Vif-APOBEC3F blk, RXFP1 agonist, Glioma ERSR ind
> COc1ccc(-n2nc(C(=O)Nc3ccccn3)c3c4ccccc4n(C)c3c2=O)cc1
 : -1, -2, 0, ., 3, -7, ., 28%, .
> C(=N\Nc1ccc2nncn2n1)/c1ccco1
 : 2, -10, 6, 0%, 6, -2, 1%, 5.3%, -3%
> CC1Sc2ccc(S(=O)(=O)CCC(=O)NC(C)c3ccccc3)cc2NC1=O (configuration not stated)
 : 26, 32, 0, 1%, -1, 11, -4%, 0.5%, -2%
> Cc1nc(-c2ccc(C(F)(F)F)cc2)sc1C(=O)NN
 : 11, -2, 1, -1%, 1, 1, -17%, 0.1%, 0%
> O=C(NCCO)/C(=C\c1cccc([N+](=O)[O-])c1)NC(=O)c1ccco1
 : -12, -6, -3, 9%, 1, -3, 2%, 0.2%, -2%
> O=C(CCn1cnnn1)NC1CCCN(Cc2ccccc2F)C1 (configuration not stated)
 : 4, 3, 0, 1%, 1, 0, 0%, -2.0%, -5%
> COc1cc([N+](=O)[O-])ccc1NC(=O)COC(=O)C=C(C)C
 : -6, 4, -6, -2%, 2, 1, -23%, 1.9%, -2%
> O=C(CCC(=O)c1cccs1)NCc1cccc(Cl)c1
 : -3, -12, -3, 0%, -1, -4, 4%, 1.0%, -5%
> Oc1c(N=NC(=S)Nc2ccccc2F)c2ccccc2n1Cc1ccc(Cl)cc1
 : -25, 2, -8, -1%, 2, ., 0%, -0.6%, -6%
> CC1(C)OC(=O)NC1c1ccccc1 (configuration not stated)
 : ., 10, ., 1%, ., ., -11%, ., -4%
> CN(c1ccccc1)S(=O)(=O)c1ccc(C(=O)NNC(=O)c2ccccc2)cc1
 : -14, 0, 1, 5%, 1, 5, -1%, 1.7%, -2%
> COc1cc(NC(=S)NCCCN2CCOCC2)c(OC)cc1Cl
 : -10, -4, -1, -8%, 5, -15, -9%, -1.4%, 0%
> CCOc1ccccc1N(CC(=O)NC1CCCC1)C(=O)CCCC(=O)Nc1ccccn1
 : 10, -11, -1, 0%, 2, 8, 0%, -0.5%, -1%
> COc1cccc(/C=N/NC(=O)c2cc(-c3ccccn3)nc3ccccc23)c1O
 : 4, -15, -6, -15%, 1, 13, 4%, -1.2%, -6%
> O=C1NC(=O)/C(=C/c2ccc(OS(=O)(=O)c3ccc(F)cc3F)cc2)N1
 : -31*, -2, -1, -1%, 6, 11, -8%, -2.6%, 2%
> Cc1ccc(C(=O)/C=C/c2cn(CN3CCN(C)CC3)c3ccccc23)cc1
 : ., 7, -4, -25%, 8, -1, -19%, -0.9%, 11%
> Cc1cc(NC(=O)c2c([N+](=O)[O-])cnn2C)no1
 : 17, -7, 8, 1%, 4, 16, 2%, -1.2%, -7%
> CCc1c(C(C)S(=O)(=O)c2ccccc2)[nH]c(=O)n1CC (configuration not stated)
 : -1, -30, -3, -5%, 0, -17, 4%, 2.1%, -5%
> CCn1c(CN2CCC(C)CC2)nc2cc(NC(=O)c3cccc([N+](=O)[O-])c3)ccc21
 : -11, -17, -2, 5%, -3, -21, 3%, -0.3%, -2%
